Screening data: PubChem BioAssay, Johns Hopkins Ion Channel Center
CHT inh: inhibits the human high affinity choline transporter; CHT-expressing cells, membrane potential dye, choline response; hits give low values; B-score at 10 µM; actives 0.86% (n = 310,000);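 active means B-score over 3 SD under the library average, and starting fluorescence ratio not unusually high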;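 further: choline stimulus applied at its EC90 after an EC20 pre-addition; B-score computed on integrated fluorescence ratio after choline addition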
Target sequence (Q9GZV3 whole entry, looked up): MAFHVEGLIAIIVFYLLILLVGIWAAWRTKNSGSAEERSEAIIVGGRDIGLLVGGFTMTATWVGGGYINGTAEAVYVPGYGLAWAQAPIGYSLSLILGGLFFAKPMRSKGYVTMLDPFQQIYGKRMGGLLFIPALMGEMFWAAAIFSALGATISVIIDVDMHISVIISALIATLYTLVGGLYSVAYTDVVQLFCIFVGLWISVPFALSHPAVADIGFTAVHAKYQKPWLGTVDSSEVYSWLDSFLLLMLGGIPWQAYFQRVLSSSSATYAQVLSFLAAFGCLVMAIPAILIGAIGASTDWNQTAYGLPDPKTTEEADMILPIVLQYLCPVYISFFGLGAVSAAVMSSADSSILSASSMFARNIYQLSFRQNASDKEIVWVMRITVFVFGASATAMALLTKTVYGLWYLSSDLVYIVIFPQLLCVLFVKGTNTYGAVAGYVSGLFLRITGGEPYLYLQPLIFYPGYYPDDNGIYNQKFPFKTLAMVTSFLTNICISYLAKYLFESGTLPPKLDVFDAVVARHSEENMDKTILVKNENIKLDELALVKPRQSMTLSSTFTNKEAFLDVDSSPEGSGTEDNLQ
CHT allo act: human CHT allosteric activation; Q9GZV3; CHT-expressing cells, membrane potential dye, choline EC20; hits give high values; LV-AA mutant CHT in HEK293 cells; B-score at 10 µM; actives 0.49% (n = 310,000); AID 488977;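 active means initial fluorescence not abnormally high and integrated response B-score, plate-corrected, over 3 SD above library mean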
Calls only; i = inactive.

Values run as follows: CHT inh	CHT allo act
> COCCNC(=O)CNC(=S)N(CCCN1CCOCC1)Cc1cccs1
    i	i
> CC(=O)N(C(C)=O)c1c(N2CCOCC2)c2ccccc2oc1=O
    i	i
> CCN(CC)CCCNC(=O)C1CCN(C(=O)c2cc3sccc3n2Cc2ccc(F)cc2)CC1
    i	i
> COc1ccc(NC(=O)NC(C)c2ccccc2)cc1 (stereo not given)
    i	i
> Cc1cc(NC(=O)COC(=O)c2ccco2)no1
    i	i
> CC(=O)c1c(C(=O)O)[nH]c(C(=O)O)c1C
    i	i
> CCOC(=O)c1cc(-c2ccc(F)cc2)nc2c1c(=O)[nH]c(=O)n2Cc1ccccc1
    i	i
> Cn1c(C(=O)N2CCN(c3ncccn3)CC2)cc2c(=O)n(C)c3ccccc3c21
    i	i
> O=C(COc1ccccc1[N+](=O)[O-])N(Cc1ccco1)C1CCS(=O)(=O)C1 (stereo not given)
    i	i
> O=C(CSCCO)Nc1ccc(C23CC4CC(CC(C4)C2)C3)cc1
    i	i
> CC(C)(C)c1cc(NC(=O)Nc2ccccc2OC(F)(F)F)no1
    i	i
> Cc1cc(OC(=O)c2c(C)cc(OC(=O)c3c(C)cc(O)cc3O)cc2O)cc(O)c1C(=O)O
    i	i
> COCCCNC(=S)NNC(=O)c1ccc(C(C)(C)C)cc1
    i	i
> CCOC(=O)C1=C(C)N=C2SCCC(=O)N2C1c1ccc(OC)cc1 (stereo not given)
    i	i
> CCCNC(=O)N1CCC(C(=O)c2ccc(Cl)cc2)CC1
    i	i
> CCn1cc(CCCC(=O)NCc2ccc(OC)cc2)c2ccccc21
    i	i
> CCCN(Cc1cc(=O)[nH]c2ccccc12)C(=O)CC
    i	i
> O=C(N/C(=C/c1cccs1)c1nc2ccccc2[nH]1)c1ccccc1
    i	i
> CC(=O)Nc1ccc(C(=O)Nc2nc(-c3cc(C)n(Cc4ccccc4)c3C)cs2)cc1
    i	i
> CCOC(=O)c1c(S(=O)(=O)N(C)Cc2ccccc2)c(C)n(C)c1C
    i	i
> COc1ccc(S(=O)(=O)N(C)C)cc1NC(=O)COC(=O)CC1CCCC1
    i	i
> COc1ccc(OC)c(S(=O)(=O)n2cnc3cc(C)c(C)cc32)c1
    i	i
> CCSc1nnc(C)c2ccccc12
    i	i
> CC(C)(C)c1ccc(S(=O)(=O)NCC(=O)N2CCCC2)cc1
    i	i
> COc1ccc(-c2nnc3n(CCc4ccccc4)c(=O)c4ccccc4n23)cc1OC
    i	i
> C=CCn1c(Cc2cccs2)nnc1SCC(=O)c1ccc(F)cc1
    i	i
> O=C(Oc1ccc(OC(=O)C2CCC2)cc1)C1CCC1
    i	i
> Cc1ccc(NC(=O)N(CCC(=O)O)Cc2ccccc2)cc1
    i	i
> Oc1ccccc1-c1nnc(COc2ccc(Cl)cc2Cl)o1
    i	i
> Cc1cccc(Cn2c(C(C)(C)C)cc3cccnc32)c1
    i	i
> O=C(COC(=O)CNC(=O)c1ccc(Cl)c([N+](=O)[O-])c1)NNC(=O)c1cccs1
    i	i
> CCOC(=O)c1cn(Cc2ccccc2)nn1
    i	i
> O=S(=O)([O-])CCC[N+]1(CC#Cc2ccccc2)CCCCC1
    i	i
> O=C1CN(c2nc3nonc3nc2N2CCCCC2)CCN1
    i	i
> Cc1cc(/C=N/n2cnnc2)c(C)n1-c1ccc2ncccc2c1
    i	i
> C/C(=N/OC(=O)c1c(F)cccc1F)c1nccs1
    i	i
> O=C(O)c1ccccc1NC(=O)c1cc2ccccc2oc1=O
    i	i
> CCCCN(CC)C(=O)Cn1cnc2ccc(S(=O)(=O)N3CCC(C)CC3)cc2c1=O
    i	i
> CCCOc1ccc(N2C(=O)CC(NCCNc3ccc(S(=O)(=O)CC)cc3)C2=O)cc1 (stereo not given)
    i	i
> COc1ccc2oc(C(=O)OCC(=O)N3CCCCC3)c(C)c2c1
    i	i
> CC(=O)Nc1cccc(NC(=O)CCn2c(=O)sc3ccccc32)c1
    i	i
> O=C(CCCCl)NC(=S)Nc1ccc(N2CCOCC2)cc1
    i	i
> Cc1nn(Cc2c(F)c(F)c(F)c(F)c2F)c(C)c1NC(=O)c1c([N+](=O)[O-])c(C)nn1C
    i	i
> O=C(c1ccc2c(c1)[nH]c(=S)n1c3ccccc3nc21)N1CCN(c2ncccn2)CC1
    i	i
> O=C1c2ccsc2SCCN1Cc1ccc(Cl)cc1Cl
    i	i
> CC(=O)NC(=S)Nc1ccc([N+](=O)[O-])cc1C
    i	i
> CC1=C(C(=O)Nc2ccccc2C(F)(F)F)C(c2ccc(C)s2)NC(=S)N1 (stereo not given)
    i	i
> CCOc1ccc2nc(Nc3nc4ccc(NC(C)=O)cc4s3)sc2c1
    i	i
> O=C(N/N=C\c1cccc(Br)c1)c1ccccc1-n1cccc1
    i	i
> CCOc1ccc(NC(=O)CCN2CCN(c3ccccc3)CC2)cc1
    i	i
> COc1ccccc1NS(=O)(=O)c1cc(NC(=O)C(C)C)ccc1N1CCCCC1
    i	i
> CCn1c(NCc2cc(Br)ccc2NS(=O)(=O)c2ccc(C)cc2)nc2ccccc21
    i	i
> CC(C)NC(=O)CN(Cc1ccc(F)cc1)C(=O)CCC(=O)Nc1nccs1
    i	i
> NC(=O)c1ccc(NC(=O)COC(=O)c2cc([N+](=O)[O-])ccc2N2CCOCC2)cc1
    i	i
> NNc1nc(-c2ccccc2)nc2sc3c(c12)CCCC3
    i	i
> CCCC(O)(c1ccc(CC)cc1)C(CN1CCOCC1)c1ccccc1 (stereo not given)
    i	i
> CS(=O)(=O)Nc1ccc(C(=O)NCCc2ccccc2)cc1
    i	i
> COc1ccc2nc(SCC(=O)Nc3ccc4c(c3)CCC4)[nH]c2c1
    i	i
> Cc1oc(-c2cccc(Cl)c2)nc1CS(=O)(=O)CC(=O)NCCN1CCOCC1
    i	i
> CCOc1ccccc1CN1CCC(N2CCOCC2)CC1
    i	i

(more compounds)
Values run as follows: CHT inh	CHT allo act
> CCn1c(-c2ccc(OC)c(OC)c2)n[nH]c1=S
    i	i
> CCN(C(=O)c1cc2c(=O)[nH]c3ccc(C)cc3c2s1)c1ccccc1C
    i	i
> CC(C)=CC(=O)OCC(=O)NC1CCCc2ccccc21 (stereo not given)
    i	i
> COc1ccc(C)cc1S(=O)(=O)N(CC(=O)NCc1ccc(Cl)cc1)Cc1ccccc1
    i	i
> CCOC(=O)C(Sc1ncn[nH]1)c1ccccc1 (stereo not given)
    i	i
> COc1cc2c(cc1OC)CN(C(=O)Cc1ccccc1)CC2
    i	i
> O=C(NC1CCCC1)C1CC(=O)N(c2ccc(F)c(Cl)c2)C1 (stereo not given)
    i	i
> N#C/C(=N\Nc1ccc(S(=O)(=O)N2CCOCC2)cc1)C(N)=S
    i	i
> C/C(=N\OCc1cccc(C(=O)O)c1)c1ccc(Cl)cc1
    i	i
> Cc1nn(-c2ccccn2)c2c1C(c1ccccc1Cl)C1=C(N2)c2ccccc2C1=O (stereo not given)
    i	i
> COc1ccc(CNC(=O)c2cc(S(=O)(=O)N3CCCC3)cn2C)cc1
    i	i
> COc1ccc(Nc2cc(C)nc3ncnn23)c(OC)c1
    i	i
> COc1ccc(C2NCCC3(O)CCCCC23)c(OC)c1OC (stereo not given)
    i	i
> Cn1c(=O)[nH]c(=O)c2c1nc(Br)n2CCSc1nc2ccccc2o1
    i	i
> CCNS(=O)(=O)c1ccc(CCC(=O)NCc2ccccn2)cc1
    i	i
> COc1ccc(OC)c(S(=O)(=O)n2nnc3cc(Cl)ccc32)c1
    i	i
> CCOC(=O)C1CCN(C(=O)c2cc3cc(Cl)ccc3[nH]2)CC1
    i	i
> CCOC(=O)N1CCN(C(=O)C2CCN(S(=O)(=O)c3ccccc3)CC2)CC1
    i	i
> CCn1c(SCc2ccccc2)nc2cc(S(N)(=O)=O)ccc21
    i	i
> CCOc1cccc(C(=O)NC(=S)Nc2ccc(N3CCCC3)cc2)c1
    i	i
> O=C(CCc1nnc(C2CCCCC2)o1)NCc1cccc(-n2cccn2)c1
    i	i
> COc1ccc(OCC(=O)NS(=O)(=O)c2ccc(Cl)cc2)cc1
    i	i
> COCCn1c(SCC(=O)Nc2cccc(OC)c2)nnc1-c1ccccc1
    i	i
> COc1ccc(N(CC(=O)NCc2ccco2)S(C)(=O)=O)cc1Cl
    i	i
> COC(=O)c1c(C)[nH]c(C(=O)/C=C/c2ccccc2F)c1C
    i	i
> O=C(NCCc1cccs1)C1CCC(=O)N(CCc2cccc(F)c2)C1 (stereo not given)
    i	i
> CCOC(=O)c1nc(C)c(C(C)=O)s1
    i	i
> COc1cc(NC(=O)CN(C)C2CCCCC2)c(C)cc1[N+](=O)[O-]
    i	i
> CCn1cc(CN2N=C(C)CC2c2ccccc2)c(C)n1 (stereo not given)
    i	i
> COc1cccc(NC(=O)C2CCN(S(=O)(=O)c3ccc4[nH]c(=O)ccc4c3)CC2)c1
    i	i
> CC12CCCC[C@@H]1CCC1C2CCC2(C)C1CC[C@@]2(O)CNCCO (stereo not given in full)
    i	i
> CCOc1ccc(C2CC(=O)NC(SC)=C2C#N)cc1 (stereo not given)
    i	i
> CC(C)(C)c1ccccc1NC(=O)c1c(O)c2cccc3c2n(c1=O)CC3
    i	i
> Cc1ccc(C(=O)c2sc(Nc3ccccc3)c(C#N)c2N)cc1
    i	i
> Cc1ccc(NCc2nc3ccccc3n2C)cc1C
    i	i
> Cc1ccccc1OCCCC(=O)Nc1ccc2c(c1)OCO2
    i	i
> CCn1c(SCc2ccc(C(=O)Nc3nccs3)cc2)nnc1-c1ccc(NC(C)=O)cc1
    i	i
> CC(OC(=O)C1CCN(S(=O)(=O)c2ccc(Cl)cc2)CC1)C(=O)NC1CCCCC1C (stereo not given)
    i	i
> COc1ccc(N2CCN(C(=O)c3cccnc3)CC2)c([N+](=O)[O-])c1
    i	i
> CCN(CC)c1ccc(NC(=O)Nc2ccc(C(C)=O)cc2)cc1
    i	i
> Cc1ccc(N2CC(NC(=O)C(=O)c3c(C)[nH]c4ccccc34)CC2=O)cc1 (stereo not given)
    i	i
> CN1C2CCC1CC(NS(=O)(=O)c1cc(Cl)c(Cl)cc1Cl)C2 (stereo not given)
    i	i
> Cc1c(CN2CCC(CO)(CCOc3ccccc3)CC2)[nH]c2ccc(Cl)cc12
    i	i
> COc1ccc(NS(=O)(=O)c2ccc3c(c2)N(C(C)=O)CCO3)c(OC)c1
    i	i
> N#CCCCN1C(=O)C(=C(C#N)C#N)c2ccccc21
    i	i
> COc1ccc(NC2CCCN(C(=O)c3cc4ncccn4n3)C2)cc1 (stereo not given)
    i	i
> CCCCN(C(=O)CCC(=O)Nc1cc(C)on1)C(C(=O)NC1CCCC1)c1ccc(OC)cc1 (stereo not given)
    i	i
> COc1ccccc1NC(=O)c1sc2nc(N3CCOCC3)c3c(c2c1N)CCCC3
    i	i
> O=C(CSc1ncn[nH]1)N1CCN(c2nnc(-c3ccccc3)c3ccccc23)CC1
    i	i
> Cc1cccc2cc(CN(CC3CCCO3)C(c3nnnn3Cc3ccco3)C(C)C)c(=O)[nH]c12 (stereo not given)
    i	i
> COc1cc(C(=O)Nc2cccc(C)c2C)c(Br)c(OC)c1OC
    i	i
> COCC(C)NC(=O)C1c2ccccc2Oc2ccccc21 (stereo not given)
    i	i
> Cc1cc(=O)n(CCc2ccccc2)c(O)c1C#N
    i	i
> O=C(O)CCc1nn2c3ccccc3n(CCN3CCCCC3)c2nc1=O
    i	i
> Clc1ccc(-c2nc3n(n2)Cc2ccccc2-3)cc1
    i	i
> O=C(NCc1ccc(F)cc1)C(c1ccccc1)N(C(=O)c1csnn1)C1CC1 (stereo not given)
    i	i
> O=C(OCC(=O)N1CCCC1)c1cc(Cl)ccc1Cl
    i	i
> CCn1c(SCC(=O)Nc2nc(-c3ccccc3)cs2)nnc1-c1ccccc1
    i	i
> Clc1ccc2nc(CSc3nnc4ccccn34)cn2c1
    i	i
> CC(=O)/C(=C/c1ccccc1)C(=O)Nc1ccccc1C
    i	i

The listing continues.
Values run as follows: CHT inh	CHT allo act
> CCc1ccc(NS(=O)(=O)c2cc3c4c(c2)CCN4C(=O)CC3)cc1
    i	i
> CCCNC(=O)CCn1nc(-c2ccc(C)cc2)c2ccccc2c1=O
    i	i
> C#CCOC(=O)c1csc2nnsc12
    i	i
> Cc1nn(C)c(C)c1/C=C(\C#N)C(N)=O
    i	i
> O=C(CN(Cc1ccccc1)C(=O)c1cccc([N+](=O)[O-])c1)Nc1c(Cl)cc(Cl)cc1Cl
    i	i
> Cc1nc2ccc(S(=O)(=O)N(C)CC(=O)NC(C)c3ccccc3)cc2s1 (stereo not given)
    i	i
> Cc1nn(C)c(NC(=O)c2ccc([N+](=O)[O-])cc2)c1Cl
    i	i
> Cc1c(OCC(=O)N(C)C)ccc2c(-c3ccccc3)cc(=O)oc12
    i	i
> Cc1cccc(/C=C2/Sc3ccc(C(=O)NCCN4CCCC4)cc3NC2=O)c1
    i	i
